Bioassay records: PubChem, National Center for Advancing Translational Sciences (NCATS)
HP1b binding inh = HP1-beta chromodomain-methylated histone interaction inhibition; AlphaScreen HP1-beta / biotin-H3K9me3 peptide binding; hit rate 0.56% among 390,000; P83916; AID 540317; Potency, µM (titrated, usually from 114 µM), for inactives: at the highest dose activity change, negative = inhibition, actives largely listed as inhibitors; note: potency is the fitted concentration of half-maximal effect; nearly all actives have a fitted effect of over 70% in size; inactives centre near 23
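AlphaScreen: HP1-beta (50 nM) preformed 30 min with biotin-H3(1-18)K9me3 peptide (50 nM) in PBS pH 7.4, 0.01% Tween-20. Compound added for 30 min at RT, then streptavidin donor/nickel chelate acceptor beads (10 ug/mL) for 30 min.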
IDH1 R132H inh = inhibitors of human mutant IDH1 R132H; O75874; IDH1-R132H enzyme, NADPH consumption, diaphorase/resazurin fluorescence; Potency, µM (doses to about 76.6 µM), without a hit: at the top dose activity change, negative = inhibition, actives largely listed as inhibitors; hit rate 0.093% among 390,000; note: potency is the fitted concentration of half-maximal effect; % is set by controls: 0 for no effect and ±100 for the full control effect; nearly all actives have a fitted effect of over 65% in size
Target sequence (O75874 whole entry R132H, stated change not applied): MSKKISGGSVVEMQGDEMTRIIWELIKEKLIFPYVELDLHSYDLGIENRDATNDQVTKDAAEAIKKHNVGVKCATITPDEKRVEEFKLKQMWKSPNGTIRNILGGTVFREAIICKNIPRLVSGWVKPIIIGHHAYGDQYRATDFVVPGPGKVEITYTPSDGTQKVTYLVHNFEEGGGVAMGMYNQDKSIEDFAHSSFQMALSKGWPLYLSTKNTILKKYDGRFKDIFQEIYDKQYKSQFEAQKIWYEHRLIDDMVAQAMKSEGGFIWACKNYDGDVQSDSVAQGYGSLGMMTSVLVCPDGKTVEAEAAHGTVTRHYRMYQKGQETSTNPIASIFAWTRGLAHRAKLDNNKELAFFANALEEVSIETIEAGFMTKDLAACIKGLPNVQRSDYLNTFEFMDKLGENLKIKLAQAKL
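IDH1-R132H (0.5 ug/mL) preincubated 30 min with compound, then NADPH (0.016 mM) and alpha-KG (2 mM) added; 80 min at RT, pH 7.5. Remaining NADPH coupled via diaphorase/resazurin to fluorescence (540/590 nm); concentration-response curves normalized to no-enzyme control.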
USP1-UAF1 inh = blocks the human USP1/UAF1 deubiquitinase complex. O94782. recombinant USP1/UAF1, Ub-Rhodamine cleavage fluorescence. Potency, µM (doses to about 57.1 µM), inactives show at the top dose activity change, negative = inhibition, most hits filed as inhibitors. hit rate 0.23% among 390,000. AID 743255; note: potency is the fitted concentration of half-maximal effect; % is set by controls: 0 for no effect and ±100 for the full control effect; nearly all actives have a fitted effect of over 60% in size; inactives centre near -12
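In this screen, compounds sit with the deubiquitinase complex (1nM) for 15 min at room temperature before Ub-Rho is added at 150nM final. Fluorescence rise is then followed for 6 reads every 60 seconds.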
PI4K2A inh = blocks human PI4K2A kinase activity; AID 1346378; Q9BTU6; activity change, negative = inhibition, % at 76.9 µM; purified PI4K2A, ADP-Glo luminescence, 1 h; stronger effect = lower value; hit rate 0.13% among 420,000; in the data active = activity change below about -50%; inconclusive = mostly about -30% to -49%;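 note: -100% = wells without enzyme as full effect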
Target sequence (Q9BTU6 whole entry, looked up): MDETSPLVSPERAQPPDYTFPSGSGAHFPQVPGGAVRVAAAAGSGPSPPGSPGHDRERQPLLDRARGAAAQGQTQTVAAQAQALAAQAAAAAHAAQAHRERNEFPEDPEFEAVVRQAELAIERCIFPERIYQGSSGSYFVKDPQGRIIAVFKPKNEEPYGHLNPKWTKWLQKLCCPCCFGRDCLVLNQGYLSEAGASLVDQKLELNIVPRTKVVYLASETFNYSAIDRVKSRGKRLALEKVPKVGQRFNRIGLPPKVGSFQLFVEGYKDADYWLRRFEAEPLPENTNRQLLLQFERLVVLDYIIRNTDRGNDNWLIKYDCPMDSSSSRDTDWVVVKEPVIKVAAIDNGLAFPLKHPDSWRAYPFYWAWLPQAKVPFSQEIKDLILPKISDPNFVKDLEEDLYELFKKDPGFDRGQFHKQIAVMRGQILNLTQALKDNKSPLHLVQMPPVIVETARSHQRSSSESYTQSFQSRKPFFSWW
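In this quantitative HTS, ADP production by PI4K2A was quantified luminescently after 1 h at ambient temperature; 100 microM adenosine served as plate-quality control.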
GLS inh = blocks human kidney-isoform glutaminase activity | O94925 | GLS enzymatic activity, qHTS titration | Potency, µM (titrated, usually from 45.5 µM), inactives show at the highest dose activity change, negative = inhibition, usual class: inhibitors | hit rate 0.21% among 410,000 | AID 624170; note: potency is the fitted concentration of half-maximal effect; % is set by controls: 0 for no effect and ±100 for the full control effect
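Glutamate formation by hKGA was monitored fluorometrically using coupled glutamate oxidase, HRP and Amplex Red. Substrate was added as 1 mM L-glutamine solution; incubation was 30 min at RT after an initial read.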
TrxR1 substrate = is turned over as a substrate by rat TrxR1; O89049; purified TrxR1 substrate turnover, NADPH consumption readout; Potency, µM (series often up to 114 µM), for inactives: top-dose activity change, negative = substrate turnover; hit rate 0.01% among 390,000; note: potency is the fitted concentration of half-maximal effect; % is set by controls: 0 for no effect and ±100 for the full control effect; nearly all actives have a fitted effect of over 50% in size
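Rat TrxR1, dispensed at 90 nM, was prereduced with 400 uM NADPH (final) for 5 min at ~22 deg C, then incubated with compound 15 min before 400 uM selenite. A first-read NADPH fluorescence drop versus no-compound background flagged substrates.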
TrxR1 inh = inhibitors of rat thioredoxin reductase 1; AID 588453; Potency, µM (doses to about 114 µM), without a hit: at the top dose activity change, negative = inhibition, actives largely listed as inhibitors; recombinant rTrxR1, NADPH fluorescence consumption, selenite substrate; hit rate 1% among 390,000; O89049; note: potency is the fitted concentration of half-maximal effect; % is set by controls: 0 for no effect and ±100 for the full control effect; nearly all actives have a fitted effect of over 65% in size
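Rat TrxR1 (90 nM in the dispensed reagent) was pre-reduced with 400 uM NADPH for 5 min at room temperature, then incubated with compound for 15 min. After 400 uM selenite was added, NADPH fluorescence (Ex 340/Em 450 nm) was followed for 8 min.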
Tb PGK inh = inhibitors of T. brucei phosphoglycerate kinase; Potency, µM (series often up to 57.5 µM), inactives show at the top dose activity change, negative = inhibition, actives largely listed as inhibitors; AID 602233; P07378; PGK/GAPDH coupled, Kinase-Glo luminescence, 60 min; hit rate 0.043% among 380,000; note: potency is the fitted concentration of half-maximal effect; % is set by controls: 0 for no effect and ±100 for the full control effect; nearly all actives have a fitted effect of over 60% in size
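Recombinant glycosomal PGK reaction used 1,3-bisphosphoglycerate generated in-well by GAPDH (100nM final) in 100mM TEA pH 7.6, 5mM MgCl2, 0.01% Tween-20. After 60 minutes at room temperature, ATP was read by Kinase-Glo Plus luminescence end-point.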
Pin1 inh = inhibitors of human Pin1; Q13526; hit rate 0.009% among 390,000; Potency, µM (doses to about 115 µM), for inactives: at the top dose activity, negative = inhibition, usual class: inhibitors; Pin1 FP peptide displacement, HiFluor488, 10 min; active = well fitted inhibition curve with a large enough effect in the polarisation, with a control signal flat, not every such curve was filed as active; inconclusive = small, poorly fitted or top-dose-only effect, or effect the other way, or a change in a side signal; inactive = no such curve, though single readings can be large or run the other way; the % refers to the polarisation; note: potency is the fitted concentration of half-maximal effect; % is set by controls: 0 for no effect and ±100 for the full control effect
Target sequence (Q13526 whole entry, looked up): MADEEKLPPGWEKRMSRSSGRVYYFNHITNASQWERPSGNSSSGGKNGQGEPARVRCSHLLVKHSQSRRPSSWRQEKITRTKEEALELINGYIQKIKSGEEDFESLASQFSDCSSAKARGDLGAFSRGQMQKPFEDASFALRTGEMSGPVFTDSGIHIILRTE
Starred values were filed as active, the others as inactive; i = inactive; ? = inconclusive; · = no result given; & = joins results of further samples; [ ] = remark or other dose. Unless noted, calls come from the whole dose curve; as a rule, active = well fitted curve in the direction sought with a large enough effect; inconclusive = small, poorly fitted or top-dose-only effect, or another doubt; inactive = no such curve, though single readings can be large; an effect the other way counts as inactive or inconclusive.

no. | structure | HP1b binding inh | IDH1 R132H inh | USP1-UAF1 inh | PI4K2A inh | GLS inh
1 | CC(NC(=O)c1cccc(N(C)C)c1)c1ccc(-n2ccnc2)cc1 (configuration not stated) | -11% | -1% | -3% | 3 | -3%
2 | Cc1ccc(/C([O-])=C(/C(=S)Nc2ccc(SC(F)F)cc2)[n+]2ccccc2)cc1[N+](=O)[O-] | -21% | -1% | -25% | -5 | 9%
3 | CCOc1cc(-c2ccc3c(c2)OCO3)cc(=[O+]CC)c2c(C)oc(C)c12 | ? | · | · | · | ·
4 | CN(c1ccccc1C(=O)NC1CC2CCC1C2)S(=O)(=O)c1ccccc1 (configuration not stated) | 36% | 3% | 0% | 2 | 3%
5 | COc1cc(/C=N/Nc2nc(Nc3ccccc3)nc(-n3nc(C)cc3C)n2)cc(OC)c1OC | 27% | 3% | -24% | -3 | -4%
6 | O=C(CN1CCN(S(=O)(=O)c2ccccc2)CC1)Nc1ccccc1C(=O)c1ccccc1 | 7% | -2% | -22% | -1 | 9%
7 | Cc1cccc(C)c1NC(=O)Cn1c(CN2CCCCC2)nc2ccccc2c1=O | 27% | -1% | 0% | -2 | -6%
8 | C=C(C)COc1ccc2c(C)c(CC(=O)OC)c(=O)oc2c1C | 51%[activator] | 3% | -19% | -6 | 0%
9 | COc1cccc(NC(=O)C2CC2(c2cccc(OC)c2)c2cccc(OC)c2)c1 (configuration not stated) | 3% | 33%[activator] | -15% | 6 | -2%
10 | O=C(O)CC1NC(=S)N(Cc2ccccc2)C1=O (configuration not stated) | · | -4% | -10% | -4 | 12%
11 | CCc1ccccc1NC(=O)CN1CCN(C(=O)C2CCN(C(=O)/C=C/c3ccccc3)CC2)CC1 | 19% | -14% | -3% | 2 | 0%
12 | CCCCCOP(=O)(OCCCCC)C1(NS(=O)(=O)c2ccccc2)C=CC(=O)c2ccccc21 (configuration not stated) | ? | 2% | -18% | -1 | 16%
13 | COCCOC(=O)C1=C(C)N=C2SCCC(=O)N2C1c1cccc(Br)c1 (configuration not stated) | 29% | 0% | -5% | -3 | ·
14 | CCCCOc1ccccc1C1C(C(=O)OC)=C(C)N(C)C(C)=C1C(=O)OC | 60%[activator] | -6% | ? | 4 | 23%
15 | CCOC(=O)C1=C(C)Nc2nc(C)nn2C1c1ccc(OCC)c(OC)c1 (configuration not stated) | 31% | -16% | -3% | -3 | 9%

no. | TrxR1 substrate | TrxR1 inh | Tb PGK inh | Pin1 inh
1 | 4% | 2% | 0% | 3%
2 | 2% | 31% | i | -4%
3 | -6%&-5% | ? | · | ?
4 | -7% | 2% | 15% | -3%
5 | 12% | 33% | -2% | 3%
6 | -9% | -6% | 0% | 6%
7 | -2% | -6% | -3% | 9%
8 | 128%[activator] | -17% | -4% | 2%
9 | 6%[57.1 µM] | 10% | -13% | 2%
10 | · | · | -6% | ·
11 | -9% | -13% | 4% | 1%
12 | -6% | 16%[0.457 µM] | 6% | 6%
13 | -1% | 2% | 6% | -1%
14 | -8% | 1% | i | 6%
15 | 7%[57.1 µM] | 27%[57.1 µM] | -6% | 0%

Whole records from above. Order of values: HP1b binding inh	IDH1 R132H inh	USP1-UAF1 inh	PI4K2A inh	GLS inh	TrxR1 substrate	TrxR1 inh	Tb PGK inh	Pin1 inh
CCOC(=O)C1=C(C)Nc2nc(C)nn2C1c1ccc(OCC)c(OC)c1 (configuration not stated) is entered as 31%	-16%	-3%	-3	9%	7%[57.1 µM]	27%[57.1 µM]	-6%	0%
CN(c1ccccc1C(=O)NC1CC2CCC1C2)S(=O)(=O)c1ccccc1 (configuration not stated) is entered as 36%	3%	0%	2	3%	-7%	2%	15%	-3%

Some of these compounds in order of molar mass, highest first:
no. | structure | HP1b binding inh | IDH1 R132H inh | USP1-UAF1 inh | PI4K2A inh | GLS inh
13 | COCCOC(=O)C1=C(C)N=C2SCCC(=O)N2C1c1cccc(Br)c1 (configuration not stated) | 29% | 0% | -5% | -3 | ·
7 | Cc1cccc(C)c1NC(=O)Cn1c(CN2CCCCC2)nc2ccccc2c1=O | 27% | -1% | 0% | -2 | -6%
10 | O=C(O)CC1NC(=S)N(Cc2ccccc2)C1=O (configuration not stated) | · | -4% | -10% | -4 | 12%

no. | TrxR1 substrate | TrxR1 inh | Tb PGK inh | Pin1 inh
13 | -1% | 2% | 6% | -1%
7 | -2% | -6% | -3% | 9%
10 | · | · | -6% | ·

Next structures
no. | structure | HP1b binding inh | IDH1 R132H inh | USP1-UAF1 inh | PI4K2A inh | GLS inh
16 | COc1ccc(NC(=O)CC(C)C)c(OC)c1 | 18% | 5% | -13% | 9 | 2%
17 | CC(C)(C)NC(=O)C1CCN(S(=O)(=O)c2ccc(Br)cc2)CC1 | 34%[activator] | 5% | -9% | 2 | 3%
18 | CC(O)C(C(=O)OCc1ccc([N+](=O)[O-])cc1)N1C(=O)c2ccccc2C1=O (configuration not stated) | 26% | 4% | -14% | 8 | -6%
19 | Cc1cc(C)c(NC(=S)N(CCc2ccncc2)C(C)C)c(C)c1 | 53%[activator] | 1% | -19% | -5 | -6%
20 | Cc1nn(Cc2ccccc2)c(C)c1C(=O)N1CCN(CC(=O)Nc2ccccc2Cl)CC1 | 28% | 9% | -5% | -1 | 0%
21 | O=C(c1cc2ccccc2c(=O)o1)N1CCCCCC1 | 6% | 3% | -16% | -3 | 1%
22 | COc1ccc(Cc2ccccc2C(=O)O)cc1 | 9%[57 µM] | -7% | -25% | 0 | 8%
23 | Cc1ccc(C(=O)NNC(=O)CSc2nnc3ccccn23)cc1 | 36%[activator] | 2% | ? | 5 | -2%
24 | O=C1CC(=O)Nc2cc(S(=O)(=O)Nc3ccc(Cl)c(C(F)(F)F)c3)ccc2N1 | 36% | -3% | -10% | -3 | 4%
25 | C[N+]1(CCN2C(=O)C3CC=C(Cl)CC3C2=O)CCOCC1 (configuration not stated) | 45%[activator] | 2% | -18% | -3 | 4%
26 | CCOC(=O)c1c(NC(=O)C(=O)N/N=C/c2ccc(O)c(OC)c2)sc2c1CCCCC2 | 7% | 0% | -16% | 4 | -9%
27 | COc1ccc(N2CC(O)=C(c3n(C)c4ccccc4[n+]3C)C2=N)cc1 | -1% | 5% | -11% | 1 | 104%[activator]
28 | O=C(Nc1cccc(-c2cccc(F)c2)c1)C1CCN(Cc2ccco2)CC1 | 15% | -2% | -12% | 6 | -3%
29 | CSCCC(NC(=O)c1ccco1)C(=O)N1CCN(c2ccccc2O)CC1 (configuration not stated) | 30% | 6% | -15% | -4 | -3%
30 | C(=C\c1nc(-c2ccccc2)no1)/c1ccccc1 | 186%[activator] | -3% | -5% | 13 | -5%

no. | TrxR1 substrate | TrxR1 inh | Tb PGK inh | Pin1 inh
16 | 8%[57.1 µM] | 15%[57.1 µM] | 3% | 2%
17 | 8% | 15% | 6% | 7%
18 | -22%[57.1 µM] | 4%[57.1 µM] | i | 3%
19 | 3% | 17% | -1% | -3%
20 | -9% | -6% | -1% | -1%
21 | 8%[57.1 µM] | 1%[57.1 µM] | -9% | -6%
22 | -4%[2.29 µM] | -7%[2.29 µM] | 0% | -1%
23 | 9% | 18% | 5% | 2%
24 | 2% | 14% | -4% | -3%
25 | 15%[57.1 µM] | 16%[57.1 µM] | -3% | -6%
26 | -4% | -9% | -4% | -2%
27 | -9% | 11%[57.1 µM] | -9% | -9%
28 | -1% | -6% | i | 7%
29 | 3% | 18% | i | 0%
30 | 3% | 12% | 1% | 11%

(next part)
no. | structure | HP1b binding inh | IDH1 R132H inh | USP1-UAF1 inh | PI4K2A inh | GLS inh
31 | CCc1nn(CC(=O)NCc2ccc(C)cc2)c(=O)c2cc3occc3n12 | 2% | 14% | -11% | 4 | 9%
32 | CCOC(=O)N1CCC(N(CCOC)C(=O)Nc2ccc(Cl)cc2)CC1 | 21% | 3% | -14% | 5 | 5%
33 | Cc1ccc(C(=O)N2CCC(C(N)=O)CC2)cc1C | 51% | 10% | -16% | 1 | -1%
34 | COc1ccc(CN2CCC(C(=O)c3cccc(Cl)c3)CC2)cc1 | 15% | 6% | -22% | -25 | -1%
35 | COc1ccc(S(=O)(=O)N2CCCCCC2)cc1C(=O)Nc1ccc(C(=O)N(C)C)cc1 | 21% | -3% | -3% | 7 | -3%
36 | O=C(Nc1ccncc1)c1cccc(F)c1 | 22% | 1% | 5% | 4 | 16%
37 | Cc1cc(C)n(-c2nnc(C)n2/N=C/c2ccc(O)cc2)n1 | 5% | 12% | -17% | -9 | -15%
38 | O=C(NCc1ccccc1Cl)/C(=C\c1cccnc1)NC(=O)c1ccccc1 | 34% | 4% | -14% | 4 | 4%
39 | CCc1cccc(NC(=O)CN(C)S(=O)(=O)c2cccs2)c1 | 12% | -7% | -6% | 0 | 0%
40 | O=C(O)Cn1ncc2c1-c1ccoc1CC2 | 18% | 30% | -19% | -1 | -8%

no. | TrxR1 substrate | TrxR1 inh | Tb PGK inh | Pin1 inh
31 | -5% | -11% | i | 15%
32 | -6% | -4% | -2% | -4%
33 | 2% | 4% | i | -6%
34 | 7% | 9% | -6% | -3%
35 | -5% | 2% | 6% | 2%
36 | -2%[57.1 µM] | 4% | 15% | 0%
37 | 9%[57.1 µM] | 28%[57.1 µM] | -6% | -6%
38 | -1%[57.1 µM] | 15%[57.1 µM] | -5% | -7%
39 | -3% | 12% | -5% | 0%
40 | -9%[57.1 µM] | -13%[57.1 µM] | -5% | ?

This is a subset; the hit share may differ from the screen's.
